Bioassay records (PubChem)
BoNT F protease: BoNT/F light chain protease inhibitors, primary screen, biochemical, flow cytometry, MLPCN library | Botulinum neurotoxin type F light chain protease (Clostridium botulinum) | Multiplex microsphere protease cleavage assay | inhibition, % at 10 µM | 360,000 compounds, 0.22% hits | AID 588497, 2011; in the data active = inhibition above about 35%, passing the limit was not always enough; inconclusive = no clear call, values can overlap the other calls; note: plate controls were buffer without enzyme for full effect and enzyme alone for no effect
PrPC TRFRET: inhibitors of human cell surface prion protein PrPC, primary screen, cell-based, TR-FRET. TR-FRET read-out. 370,000 compounds, 0.43% hits. inhibition, % at 13.8 µM. AID 720596, 2013; in the data active = inhibition above about 24%; note: 0% = median of the test wells and 100% = reference compound wells
BioA inh: M. tuberculosis BioA enzyme inhibitors, primary screen, biochemical, plate reader, single point, HTS; AID 602481, 2012; purified M. tuberculosis BioA enzyme; 7,8-diaminopelargonic acid synthase BioA (Mycobacterium tuberculosis); 360,000 compounds, 0.096% hits; inhibition, % at 9.99 µM; in the data active = inhibition above about 40%; inconclusive = no clear call, values can overlap the other calls
CCHFV vOTU inh: CCHFV vOTU protease inhibitors, primary screen, biochemical, Pep-AMC substrate, fluorescence; inhibition, % at 11.5 µM; 370,000 compounds, 0.55% hits; Crimean-Congo hemorrhagic fever virus L polyprotein viral ovarian tumor (vOTU) protease …; note: 0% = vehicle wells with enzyme and 100% = no enzyme wells
Mtb UGM inh: M. tuberculosis UGM enzyme inhibitors, primary screen, biochemical, fluorescence polarization, single point. 320,000 compounds, 0.06% hits. purified UGM, fluorescence polarization probe displacement. inhibition, % at 10 µM. UDP-galactopyranose mutase (Mycobacterium tuberculosis (strain ATCC 25618 / H37Rv)), …; in the data active = inhibition above about 10%, passing the limit was not always enough; inconclusive = no clear call, values can overlap the other calls
Target sequence (P9WIQ1 whole entry, looked up): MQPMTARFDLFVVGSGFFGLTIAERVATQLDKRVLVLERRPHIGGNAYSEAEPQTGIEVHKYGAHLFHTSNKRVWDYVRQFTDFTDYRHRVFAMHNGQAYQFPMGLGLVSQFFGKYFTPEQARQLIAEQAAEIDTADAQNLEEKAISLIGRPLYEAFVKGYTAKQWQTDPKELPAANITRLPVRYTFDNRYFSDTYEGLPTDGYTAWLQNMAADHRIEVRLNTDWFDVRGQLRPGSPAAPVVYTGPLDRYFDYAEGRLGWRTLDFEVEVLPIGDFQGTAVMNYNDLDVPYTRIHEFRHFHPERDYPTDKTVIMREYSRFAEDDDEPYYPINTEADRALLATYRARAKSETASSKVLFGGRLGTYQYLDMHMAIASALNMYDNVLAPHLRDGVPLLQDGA
GDH-TPI counter: GDH-TPI coupling enzyme inhibitors, primary screen, artefact control for M. tuberculosis FBA inhibitor project, biochemical, absorbance, full deck; inhibition, % at 4.8 µM; GDH-TPI coupled enzyme counterscreen, NADH absorbance; 360,000 compounds, 1.2% hits;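 note: 0% = DMSO wells and 100% = wells lacking the enzyme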
BoNT A protease: BoNT/A light chain protease inhibitors, primary screen, biochemical, flow cytometry, MLPCN library | multiplex microsphere protease substrate cleavage | Botulinum neurotoxin type A light chain protease (Clostridium botulinum A str. ATCC 3502) | 360,000 compounds, 0.17% hits | AID 588499, 2011 | inhibition, % at 10 µM; in the data active = inhibition above about 30%; inconclusive = no clear call, values can overlap the other calls; note: plate controls were buffer without enzyme for full effect and enzyme alone for no effect
FBA Mtb inh: Mtb FBA enzyme inhibitors, primary screen, biochemical, fluorescence, strain H37Rv; inhibition, % at 1 µM; 360,000 compounds, 2.3% hits; Fructose-bisphosphate aldolase (Mycobacterium tuberculosis (strain ATCC 25618 / H37Rv)), …; purified M. tuberculosis FBA, fluorescence read-out; in the data active = inhibition above about 27%;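 note: 0% = vehicle and 100% = reference inhibitor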
Target sequence (P9WQA3 whole entry, looked up): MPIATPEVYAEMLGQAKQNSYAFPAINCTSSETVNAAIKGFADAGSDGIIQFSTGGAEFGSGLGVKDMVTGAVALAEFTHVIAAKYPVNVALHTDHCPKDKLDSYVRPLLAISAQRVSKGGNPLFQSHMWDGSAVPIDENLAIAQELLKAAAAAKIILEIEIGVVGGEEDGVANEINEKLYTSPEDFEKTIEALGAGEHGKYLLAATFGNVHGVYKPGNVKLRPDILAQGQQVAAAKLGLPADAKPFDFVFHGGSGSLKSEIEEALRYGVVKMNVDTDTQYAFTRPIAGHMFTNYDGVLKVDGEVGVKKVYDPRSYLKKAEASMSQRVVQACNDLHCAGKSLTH
FadD28 FP inh: inhibitors of FadD28 bisubstrate probe binding, primary screen, biochemical, fluorescence polarization, single point; inhibition, % at 12.5 µM; 360,000 compounds, 0.22% hits; AID 588549, 2011; in the data active = inhibition above about 8.5%, passing the limit was not always enough; inconclusive = no clear call, values can overlap the other calls
* marks the source's active call; other numbers are inactive results; ? = inconclusive; · = no result given. Cut-off read from the data, not from the text of the source, unless noted: active = inhibition above about 30%; inactive = the rest.

SMILES	BoNT F protease	PrPC TRFRET	BioA inh	CCHFV vOTU inh	Mtb UGM inh	GDH-TPI counter	BoNT A protease	FBA Mtb inh	FadD28 FP inh
C=CCOC(=O)C1=C[C@@H](c2csc3ccccc23)C[C@@H](OCCCCO)O1	4	3	-2.9	-12	2.1	8	-0.2	7	-0.7
O=C1NC2(CCCCCC2)C(=O)N1Cc1ccc(Br)cc1	3	-4	-4.8	12	0.9	-1	0.7	7	-0.7
C#Cc1ccc([C@@H]2C=C(C(=O)NC3CC3)O[C@H](OCCCCO)C2)cc1	-6	-2	1.0	0	0.5	6	0.0	1	-1.7
COc1ccc(CCn2c(N3CCN(Cc4ccccc4)CC3)nc3c2c(=O)[nH]c(=O)n3C)cc1	-14	0	-0.7	4	-2.4	-5	0.4	2	-3.1
COc1ccc(N2CCN(C(=O)Cc3cccs3)CC2)cc1	15	8	3.1	16	-2.7	-2	0.6	-14	-1.7
CN1CCC(N(C)C(=O)c2cccc(S(=O)(=O)N3CCc4ccccc43)c2)CC1	7	-11	·	3	1.7	6	-0.9	3	-0.3
Cc1ccc(NC(=O)C(=O)NCCN2CCN(C(=S)Nc3ccccc3)CC2)cc1	-2	-3	-0.2	24	-0.1	7	-0.8	-10	-2.8
Cn1c(N)c(C(=O)COC(=O)c2ccnc3ccccc23)c(=O)n(C)c1=O	-6	3	1.5	6	-1.6	5	0.0	0	-1.8
Cc1cc(=O)[nH]c(NN=C(CC(C)C)CC(C)C)n1	-7	1	1.2	4	0.3	6	-0.5	0	-3.8
CCCCn1c(SCC(=O)NC(C)CC)nc2ccc(N3CCOCC3)cc2c1=O (configuration not stated)	14	6	·	-10	-0.3	8	-1.3	13	-0.2
C=CCn1nc2ccccc2c1OC	2	-1	-3.7	-2	1.3	2	0.0	1	-0.9
O=C(Nc1nc(COc2ccccc2)cs1)c1ccccc1F	0	-3	1.6	-5	-1.0	3	-0.2	3	?
CS(=O)(=O)N1CCc2cc(C(=O)Nc3ccccc3)ccc21	3	-5	0.4	-14	-0.2	10	0.6	-1	-0.5
CCOc1ccc(NC(=O)C2CCCN(S(=O)(=O)c3c(C)n[nH]c3C)C2)cc1 (configuration not stated)	-4	-2	0.5	4	-2.6	-3	-0.8	2	0.4
O=C(CC(Cc1ccccc1)C(=O)O)Nc1ccc(Cl)c(Cl)c1 (configuration not stated)	13	6	0.7	8	1.3	16	0.1	1	-1.7
COc1cc2[nH]c(C(=O)Nc3ccc(F)cc3)cc2c(OC)c1OC	4	5	·	3	-0.6	11	1.3	6	-2.8
CCOc1ccccc1NC(=O)Cn1c(=O)c2ccccc2n(CC)c1=O	-7	1	·	-2	2.7	-5	1.6	2	-0.7
CN(C(=O)Nc1ccc(F)cc1)[C@H]1C[C@H]2c3[nH]c4ccccc4c3CCN2C(=O)[C@H]1CO	-3	-6	25	-7	·	-10	0.4	6	2.2
C=CCn1cnc2c(nnn2-c2ccc(OC)c(OC)c2)c1=O	3	2	·	4	-1.2	6	-0.9	2	-0.7
CCCCCCC1CC(=CN(C)C)C(=O)O1 (configuration not stated)	-6	-3	0.6	18	·	3	-0.3	-2	-2.2
CC(C)=CC(=O)N1CCCC(N2CCN(c3ccc(F)cc3)CC2)C1 (configuration not stated)	?	-1	6.9	-6	-2.6	8	0.3	1	1.1
COc1cc2c(cc1OC)C1C/C(=N\O)C(CC(C)C)CN1CC2 (configuration not stated)	-3	3	-0.5	-4	-1.1	2	-0.8	-2	0.7
CC1CC(C)CN(S(=O)(=O)c2ccc3c(c2)n(C)c(=O)c(=O)n3C)C1 (configuration not stated)	-2	-2	-3.3	-9	1.3	0	0.2	-6	-3.3
CC(CCC(=O)O)C1CCC2C3CC(O)C4CC(O)CC[C@]4(C)C3CCC12C (some centres not stated)	-15	8	-1.5	10	·	11	0.0	8	-3.3
CCn1c(CC(=O)Nc2ccc(Cl)c(Cl)c2)nnc1SCc1ccc(Cl)cc1	4	-5	·	2	1.5	4	0.3	-2	-2.6

The closing 4 entries of the part before lead into the next:
SMILES	BoNT F protease	PrPC TRFRET	BioA inh	CCHFV vOTU inh	Mtb UGM inh	GDH-TPI counter	BoNT A protease	FBA Mtb inh	FadD28 FP inh
COc1cc2c(cc1OC)C1C/C(=N\O)C(CC(C)C)CN1CC2 (configuration not stated)	-3	3	-0.5	-4	-1.1	2	-0.8	-2	0.7
CC1CC(C)CN(S(=O)(=O)c2ccc3c(c2)n(C)c(=O)c(=O)n3C)C1 (configuration not stated)	-2	-2	-3.3	-9	1.3	0	0.2	-6	-3.3
CC(CCC(=O)O)C1CCC2C3CC(O)C4CC(O)CC[C@]4(C)C3CCC12C (some centres not stated)	-15	8	-1.5	10	·	11	0.0	8	-3.3
CCn1c(CC(=O)Nc2ccc(Cl)c(Cl)c2)nnc1SCc1ccc(Cl)cc1	4	-5	·	2	1.5	4	0.3	-2	-2.6
Cc1sc(NC(=O)c2ccccc2)c(C(=O)N2CCN(C)CC2)c1C	0	2	·	-1	3.9	3	-0.3	0	-1.4
COc1ccc(COCC(O)CN2CCC(CN3C(=O)c4cccc5cccc(c45)C3=O)CC2)cc1OC (configuration not stated)	-3	-40	·	0	-3.5	14	0.3	30*	-4.7
CN(C)C(=O)c1cccc(-c2cnc3c(NC=O)cc(-c4ccc(C(=O)N5CCOCC5)cc4)cn23)c1	1	-13	4.9	3	·	15	0.0	0	-2.7
Cc1ccc(C(=O)COC(=O)c2cc(Cl)ccc2O)cc1[N+](=O)[O-]	4	-2	-0.8	3	1.3	5	1.3	10	-0.2
Cc1ccc2c(CNCc3ccccc3)cc(=O)oc2c1	0	10	1.6	-12	-1.1	-6	1.0	1	1.0
CC(C)(C)N1CC2(c3ccccc3)CN(C(C)(C)C)CC(c3ccccc3)(C1)C2=O	-10	1	-2.4	-3	-2.9	-4	-0.6	0	-2.0
CC(=O)Nc1ccc(S(=O)(=O)Nc2cc(C)ccn2)cc1	-2	·	·	·	-5.0	-4	0.0	13	-5.0
O=C(COC(=O)c1ccccc1Cl)Nc1cccnc1Cl	-5	4	0.9	10	·	-3	0.1	2	-0.4
CN(C)C(=S)NC1CCS(=O)(=O)C1 (configuration not stated)	5	2	·	-2	0.9	-1	0.4	3	-1.6
CN(C)CCP(=O)(c1ccccc1)c1ccccc1	-13	-4	-2.2	-1	-1.0	0	-7.2	4	0.7
CSCCC(NC(=O)/C(=C/c1ccc2c(c1)OCO2)NC(=O)c1cccc([N+](=O)[O-])c1)C(=O)O (configuration not stated)	5	-13	-0.8	4	2.3	17	0.2	0	0.7
COc1ccccc1N1CCN(S(=O)(=O)CCNC(=O)CCCc2ccccc2)CC1	0	6	1.4	-6	0.6	-9	2.8	0	0.6
CCOC(=O)N1CCC(N2CCCC(CO)(Cc3cccc(OC)c3)C2)CC1 (configuration not stated)	5	-3	·	-16	-3.9	0	1.8	-1	-3.8
Cn1nnc(NC(=O)c2ccc3ccccc3c2)n1	1	-4	0.2	0	2.5	8	-0.6	3	-1.7
O=C(C1CC(=O)N(c2ccc(F)c(Cl)c2)C1)N1CCC2(CC1)OCCO2 (configuration not stated)	-15	-5	0.3	-7	2.3	3	-0.7	-1	-1.3
O=C(COc1ccccc1Cl)NCCCNC(=O)c1cnccn1	8	5	·	-13	-1.3	1	2.1	-1	-0.5
Cn1c(NN)nc2ccccc2c1=O	8	-3	·	-1	-1.5	4	0.1	5	-1.5
CCOc1ccc(-c2nc(CSc3nnc(C)s3)cs2)cc1OC	6	9	4.2	24	-0.1	22	-0.3	9	-0.4
CC(NC(=O)COC(=O)CSc1ccc(F)cc1)c1ccc(F)cc1 (configuration not stated)	-2	-4	·	-9	2.3	0	-4.6	-2	-1.2
CCNC(=O)NC(=O)C(C)SCc1ccccc1C (configuration not stated)	-5	-4	-1.3	-19	-1.5	6	-2.7	5	0.5
Cc1cc(C)cc(NS(=O)(=O)c2ccc(Oc3ncc(C(F)(F)F)cc3Cl)cc2)c1	0	2	-1.0	28	-0.5	2	0.5	-4	-1.9
COc1ccccc1NC(=O)NCC(=O)Nc1ccc(F)c(F)c1	-5	3	1.3	6	3.5	7	0.3	0	-2.0
CCc1nc2ccc(C(=O)NCc3cccs3)cn2c1N(CCC(C)C)CCN(C)C	-2	-3	0.9	2	·	3	-0.3	1	-1.8
COc1ccc(Nc2nc(-c3ccccc3O)nc3ccccc23)cc1	-4	1	-1.5	3	-3.2	21	0.6	4	-1.9
Cc1ccc(-c2nc(SC(C)C(=O)N3CCCC3)n[nH]2)cc1 (configuration not stated)	10	4	0.5	-4	-1.0	-9	-2.8	-4	-0.8

Structures listed so far that contain a thiophene ring, fused or not:
SMILES	BoNT F protease	PrPC TRFRET	BioA inh	CCHFV vOTU inh	Mtb UGM inh	GDH-TPI counter	BoNT A protease	FBA Mtb inh	FadD28 FP inh
C=CCOC(=O)C1=C[C@@H](c2csc3ccccc23)C[C@@H](OCCCCO)O1	4	3	-2.9	-12	2.1	8	-0.2	7	-0.7
COc1ccc(N2CCN(C(=O)Cc3cccs3)CC2)cc1	15	8	3.1	16	-2.7	-2	0.6	-14	-1.7
Cc1sc(NC(=O)c2ccccc2)c(C(=O)N2CCN(C)CC2)c1C	0	2	·	-1	3.9	3	-0.3	0	-1.4
CCc1nc2ccc(C(=O)NCc3cccs3)cn2c1N(CCC(C)C)CCN(C)C	-2	-3	0.9	2	·	3	-0.3	1	-1.8

Additional results follow.
SMILES	BoNT F protease	PrPC TRFRET	BioA inh	CCHFV vOTU inh	Mtb UGM inh	GDH-TPI counter	BoNT A protease	FBA Mtb inh	FadD28 FP inh
O=C(c1csc2ccccc12)N1CCN(c2ccc(Cl)c(Cl)c2)CC1	-1	-2	3.7	0	3.2	3	-0.4	2	-3.2
CCCCn1c(N)c(N(CCOC)C(=O)c2cccc(N3C(=O)c4ccccc4C3=O)c2)c(=O)[nH]c1=O	-3	-3	-0.5	-6	0.5	-6	-7.7	3	·
Cc1occc1C(=O)N1CCN(c2ccc([N+](=O)[O-])cc2)CC1	6	-24	5.9	27	0.4	-5	3.3	-6	-3.8
O=C1C2CCCN2C(=S)N1c1cc(Cl)ccc1Cl (configuration not stated)	2	-1	0.0	3	·	-5	1.1	-5	-2.7
COCC(C)n1c(C)cc(C(=O)CSc2nnnn2C2CCCC2)c1C (configuration not stated)	4	2	5.0	2	1.6	6	1.7	-2	·
COc1ccccc1C/C(N)=N/OC(=O)COc1cccc(C)c1C	-3	12	1.7	2	1.0	4	0.1	6	-1.0
CN(C)C(=O)c1ccc(NC(=O)CSc2nc3ccccc3[nH]2)cc1	-6	4	·	4	4.6	2	-0.5	1	-0.5
CCO[C@H]1OC(C(=O)N2CCN(C)CC2)=C[C@@H](c2csc3ccccc23)[C@@H]1CCCO	-1	-10	1.0	-7	2.3	5	0.3	-2	-0.3
Cc1ccc(-n2c(=O)cc(NCc3cccnc3)[nH]c2=O)cc1	2	1	1.6	-2	4.7	-4	2.3	4	-1.1
CC(=Nc1ccccc1)C1=C(O)C(Cc2cccc(F)c2)NC1=O (configuration not stated)	-7	6	-1.1	5	·	8	-0.6	-1	-2.0
CCOc1ccc(S(=O)(=O)N(CC)CC(=O)NCc2cccnc2)cc1C	-9	-1	-1.5	4	7.3	10	-2.6	-2	-2.2
COc1cccc(/C=C2\SC(N)=NC2=O)c1OS(=O)(=O)c1ccccc1	-2	6	·	-5	-0.4	9	1.2	1	1.3
COc1ccc(Cl)cc1NC(=O)CSc1nnc(-c2ccco2)o1	?	-7	1.8	4	-0.3	-1	2.7	1	-0.7
CC12CCC(C(=NO)C1=NO)C2(C)C (configuration not stated)	4	-4	-2.0	6	·	-4	-0.3	-3	-3.4
